Assay outcomes: PubChem, National Center for Advancing Translational Sciences (NCATS)
Hsp90 Hop PPI – changes Hsp90-Hop TPR2A binding signal, up or down. AID 595. actives 0.44% (n = 71,000). AlphaScreen TPR2A-His6 binding biotin-Hsp90 C-terminal peptide. Potency, µM (top dose mostly 57 µM), for the others: top-dose activity change, negative = inhibition; active means well fitted curve in either direction with a large enough effect; inconclusive means small, poorly fitted or top-dose-only effect, or another doubt; further: potency means the concentration at half of the fitted maximal effect; on the % scale 0 is the no-effect control and ±100 the full control effect; many of its hits are not listed in these tables
15-hLO inh – inhibitors of human 15-lipoxygenase (ALOX15) | Potency, µM (top dose mostly 57.1 µM), for inactives: at the top dose activity change, negative = inhibition, most hits filed as inhibitors | actives 1.4% (n = 74,000) | P16050 | purified 15hLO-1, xylenol orange hydroperoxide absorbance; further: potency means the concentration at half of the fitted maximal effect; on the % scale 0 is the no-effect control and ±100 the full control effect; nearly all actives have a fitted effect of over 55% in size
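Inhibition is scored from a chromogenic endpoint. After 15 min enzyme-compound contact, arachidonic acid (50 uM final) reacts 6 min with 40 nM 15hLO-1 at room temperature, then Fe-XO reagent is added for 30 min and absorbance ratio recorded.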
BRCT inh green – blocks human BRCA1 BRCT binding to phosphopeptide, green readout; P38398; BRCA1 BRCT-phosphopeptide binding, green fluorescence polarization; Potency, µM (highest dose often 76.9 µM), without a hit: at the highest dose activity change, negative = inhibition, most hits filed as inhibitors; actives 0.05% (n = 75,000);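 further: potency means the concentration at half of the fitted maximal effect; plate controls were peptide without protein for full effect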
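Compounds were incubated for 12 min at room temperature with a complex of 100 nM fluorescein-tagged pBACH1 decapeptide and 250 nM His-tagged BRCT protein. Buffer was phosphate pH 7.3 with EDTA, DTT and Tween 20. Disruption of binding lowers the polarization signal.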
GFP derepression – derepresses silenced GFP locus in mouse C127i cells; AID 597; actives 0.09% (n = 68,000); Potency, µM (titrated, usually from 46.1 µM), inactives show at the top dose GFP derepression (activation); mouse C127i GFP locus derepression, cytometry, 30 h; further: % of control where 0% means no effect
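Locus derepression in mouse mammary C127i cells whose integrated CMV-GFP reporter is normally silent; GFP expression after 30 h compound treatment was quantified by counting fluorescent cells.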
HBB splice mod – alters splicing of the hemoglobin beta chain | Potency, µM (doses to about 46.1 µM), for inactives: at the highest dose activation, actives largely listed as activators | HBB splicing reporter cell assay, activation; EGFP reporter with mutant IVS2-654 intron; response scale: normalised to 500 nM splice-correcting PNA | actives 0.06% (n = 65,000); further: potency means the concentration at half of the fitted maximal effect; 0% is about no effect
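Compounds were applied for 2 days to HeLa EGFP-654 cells, 500/well in Optimem with 2% FCS. The reporter's EGFP is disrupted by mis-splicing of beta-globin intron IVS2-654. Readout: summed well GFP fluorescence from 488 nm laser scanning; reference was 500 nM antisense […] 654 PNA.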
USP2a inh – USP2a (human) protease inhibition. actives 0.1% (n = 60,000). O75604. Potency, µM (series often up to 38.3 µM), for inactives: at the highest dose activity change, negative = inhibition, most hits filed as inhibitors. USP2a enzymatic assay, qHTS inhibition;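 further: potency means the concentration at half of the fitted maximal effect; nearly all actives have a fitted effect of over 60% in size; plate controls were DMSO for no effect and NEM full inhibition control for full effect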
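20 nM USP2 core + cpd, 30 min RT; add 20 nM Ub-PLA2/20 uM NBD C6-HPC; read Ex460/Em535 at 0 h and 2.5 h. Normalized to NEM; qHTS curve fit/classification.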
CRE Fsk mod – alters forskolin-stimulated CRE reporter signaling in CHO cells; CHO CRE-bla reporter (cAMP response element driving beta-lactamase), forskolin EC10, beta-lactamase ratio; Potency, µM (highest dose often 38.2 µM), inactives show top-dose activity change, negative = inhibition, hits mostly activators; actives 2.5% (n = 71,000); active means well fitted activation curve with a large enough effect in the signal ratio, with a control signal flat, not every such curve was filed as active; inconclusive means small, poorly fitted or top-dose-only effect, or effect the other way, or a change in a side signal; the % refers to the signal ratio; further: potency means the concentration at half of the fitted maximal effect; % of control where 0% means no effect
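Using CellSensor CRE-bla CHO cells in Opti-MEM with 0.5% dialyzed FBS, compounds were titrated with EC10 NKH 477 for 3 h at 37 °C. CCF4 ratio (460/530 nm) gave %Activity; AC50 derived.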
Ub-GFP proteasome – inhibits proteasome, raising ubiquitin-GFP reporter fluorescence | Ubiquitin-GFP reporter cells, proteasome inhibition, GFP fluorescence; response scale: untreated = 0%, 10 µM MG-132 = 100% | Potency, µM (series often up to 45.9 µM), for inactives: at the top dose activation (GFP accumulation), most hits filed as activators | AID 526 | 67,000 tested, under 10 active; active means well fitted activation curve with a large enough effect, not every such curve was filed as active; inconclusive means small, poorly fitted or top-dose-only effect, or another doubt; inactive means no such curve, though single readings can be large or run the other way; further: potency means the concentration at half of the fitted maximal effect
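U2OS cells expressing ubiquitin(G76V)-GFP, seeded overnight in 0.5% FBS medium, then treated 4 hr at 37 C across 46 uM to 2.9 nM. GFP-positive cells counted by laser cytometry (488 ex/515 em); %activity scaled between basal and 10 uM MG-132.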
Pol III holo inh – blocks replication by bacterial DNA polymerase III holoenzyme; actives 0.25% (n = 71,000); reconstituted DNA polymerase III holoenzyme replication, biochemical; Potency, µM (titrated, usually from 57.1 µM), without a hit: at the top dose activity change, negative = inhibition; AID 603; further: potency means the concentration at half of the fitted maximal effect; on the % scale 0 is the no-effect control and ±100 the full control effect
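Reconstituted *E. coli* holoenzyme (0.35 nM Pol III, 1 nM beta, 154 nM SSB, 2 nM primase) was preincubated with compound for 15 min at RT. Synthesis on 1.4 nM ssM13Gori ran 35 min, then was stopped with PicoGreen/EDTA and read as dsDNA fluorescence.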
HADH2 inhib – HADH2 (human) dehydrogenase inhibition; recombinant HADH2, NADH fluorescence, beta-hydroxybutyryl-CoA; actives 3.4% (n = 73,000); Q99714; Potency, µM (series often up to 57.1 µM), inactives show at the top dose activity change, negative = inhibition, actives largely listed as inhibitors; further: potency means the concentration at half of the fitted maximal effect; on the % scale 0 is the no-effect control and ±100 the full control effect; nearly all actives have a fitted effect of over 60% in size; many of its hits are not listed in these tables
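Buffer 100 mM Tris-HCl pH 9.0/0.01% Tween-20; HADH2 20 nM; NAD+ 1 mM; beta-hydroxybutyryl-CoA 90 uM (all final). 15 min cpd preincubation, RT.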
BRCT inh red – disrupts BRCA1 BRCT binding to phosphoprotein, red fluorophore readout. BRCT-phosphopeptide binding, red fluorescence polarization. Potency, µM (highest dose often 76.9 µM), without a hit: at the top dose activity change, negative = inhibition, hits mostly inhibitors. actives 0.03% (n = 75,000). P38398; further: on the % scale 0 is the no-effect control and ±100 the full control effect
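Rhodamine-labelled pBACH1 10-mer (100 nM) bound to BRCT domain (100 nM) at pH 7.3; compounds incubated 12 min room temperature, polarization read. Free peptide defines full inhibition; unlabelled decapeptide titrated as control.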
* hit, by the source's call; ? = inconclusive; / = not tested or not shown; [ ] = remark or other dose. Unless noted, the call rests on the fitted dose curve; in most records, active means well fitted curve in the direction sought with a large enough effect; inconclusive means small, poorly fitted or top-dose-only effect, or another doubt; inactive means no such curve, though single readings can be large; an effect the other way counts as inactive or inconclusive. Not all compounds are listed, so the mix of outcomes need not match the whole.

SMILES | Hsp90 Hop PPI | 15-hLO inh | BRCT inh green | GFP derepression | HBB splice mod | USP2a inh | CRE Fsk mod | Ub-GFP proteasome | Pol III holo inh | HADH2 inhib | BRCT inh red
COCCn1c(=O)c(-c2cc(F)cc(F)c2)nc2cncnc21 | -2% | -8% | -1.5% | -3%[9.22 µM] | 0.2% | 5% | ? | 6% | -2% | 4% | -0.7%
CCCCOP(=O)(c1ccc(N(C)C)cc1)C(O)c1ccccc1F (configuration not stated) | -2% | 0% | 1.8% | 8% | 3.1%[1.84 µM] | 13% | -22% | 7% | 1% | 5% | -1.2%
COC(=O)c1ccc(Cn2nc(C)c(Br)c2C)cc1 | 0% | -5% | -0.3% | 2% | -4.2%[57.5 µM] | 5% | 4% | 8% | -5% | -2% | -0.1%
Cc1ccc(S(=O)(=O)N2CCCC(C(=O)NCC3COCCO3)C2)cc1 (configuration not stated) | 0% | -3% | 2.4% | -5% | -3.1% | -4% | -3% | -8% | -2% | 9% | -0.2%
COCCCNC(=O)CN(C1CCCCC1)S(=O)(=O)c1ccc(C)cc1 | -4%[11 µM] | 7%[11.4 µM] | -1.1% | 0% | -3.2%[0.0738 µM] | 3%[7.66 µM] | ? | -7%[9.17 µM] | -2%[11.4 µM] | 6%[11.4 µM] | -0.3%
Cc1csc(NC(=O)CN(C)S(=O)(=O)c2cccc3cccnc23)n1 | -12% | 1% | 1.7% | 3% | -0.7% | / | -6% | 12% | 2% | -5% | 0.0%
C/C(CCN1CCCCc2nc(C)c(C)cc21)=N\OC[C@@H](O)[C@@H]1O[C@@H]2OC(C)(C)O[C@@H]2[C@H]1O | / | -6%[11.4 µM] | -1.6%[15.4 µM] | / | 2.1%[9.22 µM] | / | / | / | / | 8%[11.4 µM] | 0.7%[15.4 µM]
O=C(Cc1ccc(Cl)cc1)Nc1ccc(N2CCN(C(=O)c3ccco3)CC2)c(Cl)c1 | -9% | -18% | -1.6% | -3% | -1.2% | 31%[activator] | ? | -1% | 2% | 5% | -2.8%
c1csc(-c2cnc3n2CCCC3)c1 | -4% | 3% | 0.3% | 0% | 1.2% | -5% | -6% | -3% | -4% | 4% | -1.2%
COc1ccc2[nH]c3c(NCCN(C(C)C)C(C)C)ncnc3c2c1 | -6% | ? | -0.8% | 0% | 4.7%[0.369 µM] | -1% | 26% | -3% | -5% | 32µM* | -1.7%
Cc1cc(C(C)(C)C)cc(C)c1CC1=NCCN1 | 2%[26 µM] | 9% | 3.5%[3.08 µM] | 2%[20.6 µM] | -0.9%[20.6 µM] | -3% | ? | 0%[20.5 µM] | 2%[25.6 µM] | 7%[25.6 µM] | 0.0%
O=CNC1CCCc2c1[nH]c1ccc(Cl)cc21 (configuration not stated) | -4% | ? | 0.0% | -2% | -1.0% | -3% | -16% | 0% | 3% | 2% | 0.4%
Cn1c(=O)c2c(ncn2CC(O)CNc2ccc(Br)cc2)n(C)c1=O (configuration not stated) | -7% | 3% | -0.8% | -1% | 0.8% | 2% | 5% | -5% | -8% | 10% | -1.8%
Cc1cc(C)c2c(=O)[nH]n(C3CCOC(C)(C)C3)c2n1 (configuration not stated) | -1% | 0% | 0.7% | 1% | -0.7% | / | 15% | 19% | 2% | 5% | -0.1%
COc1cccc(Cn2c(=S)[nH]c3ccc(N4CCOCC4)cc3c2=O)c1 | 2% | -7% | -2.5% | 6% | -0.7%[0.369 µM] | 5% | ? | -3% | -5% | 21% | -0.9%
CCOC(=O)C1=C(C)N(C)C(=O)NC1c1cccc(O)c1 (configuration not stated) | -2% | 8% | -1.7% | -4% | -0.6%[9.22 µM] | 3% | -2% | -5% | -1% | -2% | -0.5%
CCCOc1ccc(N2C(=O)CC(N3CCC(C(=O)OCC)CC3)C2=O)cc1 (configuration not stated) | 0% | 1% | 0.2% | 0% | -1.0%[9.22 µM] | 7% | 1% | 7% | -3% | 3% | -0.3%
CCc1c(C)nc2ncnn2c1N1CCC(C(=O)Nc2ccc(C)cc2)CC1 | -4% | -4% | 0.4% | 1% | / | 26% | 3% | 3% | -3% | 3% | -0.9%
O=C(c1cnccn1)N1CCC2(CC1)CN(c1cccc(-c3ccccc3)c1)C2 | -27% | -8% | -7.4% | 9%[9.22 µM] | 2.1% | 154%[activator] | -2% | -2% | -1% | -10% | -2.3%
CC(C)(C)CC(C)(C)c1ccc(OCCOCC[N+](C)(C)Cc2ccccc2)cc1 | -1% | -9% | 0.9%[3.08 µM] | -1%[20.6 µM] | -0.9% | 19% | -2% | 5%[20.5 µM] | -2% | -9% | -1.6%
CCOc1ccc(NC(=O)CSc2nnc(COc3c(C)cccc3C)o2)cc1 | -5% | 4% | -2.3% | 0% | -0.1% | / | 4% | -2% | 2% | -7% | 1.4%
Cc1ccc(S(=O)(=O)NC(=O)Nc2c(C)n(C)n(-c3ccccc3)c2=O)cc1 | -1% | 4% | -2.8% | 3% | 0.0%[57.5 µM] | -3% | -4% | 5% | -4% | -9% | 0.8%
CCc1cc(=O)oc2cc(C)cc(OC(C)C(=O)O)c12 (configuration not stated) | -3% | 9% | -1.8% | 2% | 2.5%[0.369 µM] | 3% | -16% | / | -7% | 36%[activator] | -2.3%
Cc1cccc(Nc2nc(-c3ccccn3)cs2)n1 | -8% | 1% | -0.9% | -2% | -0.9% | 23% | -8% | 3% | -6% | 3% | -1.1%
Cc1ccc2[nH]c3c(c2c1)CCC3=O | 0% | -2% | -1.0% | 3% | -0.8% | -17% | 2% | -6% | -4% | ? | 0.5%
New compounds follow.
SMILES | Hsp90 Hop PPI | 15-hLO inh | BRCT inh green | GFP derepression | HBB splice mod | USP2a inh | CRE Fsk mod | Ub-GFP proteasome | Pol III holo inh | HADH2 inhib | BRCT inh red
COc1ccc(C(=O)Nc2ccccc2C(=O)NCCCn2ccnc2)cc1 | -2% | 16% | -0.2% | -2% | -0.6% | 5% | 19% | 9% | -5% | 2% | -0.7%
CCCC(=O)NC(C)c1nc2ccccc2n1C(C)C (configuration not stated) | -1% | 1% | -1.1% | / | -0.1% | / | -3% | -8% | -8% | 2% | 0.5%
CCOC(=O)c1cnc2c(-c3ccccc3)cnn2c1N | 6% | 4% | -2.2% | -2% | / | 1% | 12% | -3% | -1% | -7% | 0.6%
CN(C)C(=O)CSc1nnc(-c2cccnc2)n1-c1ccccc1 | -8% | 1% | -1.1% | / | 0.3% | / | 5% | -2% | -4% | 0% | 0.2%
O=C(CCN1C(=O)C2C3C=CC(C3)C2C1=O)N1CCN(c2cccc(Cl)c2)CC1 (configuration not stated) | -2% | 5% | 0.1% | -1% | 2.4% | 5% | ? | -10% | -2% | 3% | -3.2%
CCOC(=O)C(C)NC(=O)C(NC(=O)C1CCC(CC)CC1)C(C)C (configuration not stated) | 0% | -9% | -3.4% | 4% | -0.2% | -4% | -1% | 3% | -2% | 12% | 0.4%
O=C(NCC12CC3CC(C1)CC(CNC(=O)N1CCCC1)(C3)C2)N1CCCC1 | -2% | 5% | -0.3% | -1% | -0.4% | 5% | 3% | -7% | -6% | 0% | 0.2%
CCCn1c(-c2ccc(F)cc2)nc2c(NCC(C)(C)CN(C)C)nc(C)nc21 | -5% | 13µM* | -1.3% | / | -0.9% | / | 11% | 5% | -12% | ? | 0.5%
COc1ncc2nc(CCc3ccccc3)c(=O)n(CCC#N)c2n1 | -5% | 4% | 0.1% | 5%[9.22 µM] | 0.6% | 4% | ? | 2% | 1% | 5% | -0.7%
CCN(Cc1ccccc1)S(=O)(=O)c1ccc(C(=O)Nc2nnc(-c3ccccc3OC)o2)cc1 | -6% | 29% | -1.0% | 0% | 0.3% | 3% | ? | 5% | 11% | -20% | 0.5%

Two entries from above, set out differently:
Below each compound – Hsp90 Hop PPI	15-hLO inh	BRCT inh green	GFP derepression	HBB splice mod	USP2a inh	CRE Fsk mod	Ub-GFP proteasome	Pol III holo inh	HADH2 inhib	BRCT inh red
O=C(CCN1C(=O)C2C3C=CC(C3)C2C1=O)N1CCN(c2cccc(Cl)c2)CC1 (configuration not stated)
→ -2%	5%	0.1%	-1%	2.4%	5%	?	-10%	-2%	3%	-3.2%
COc1ccc(C(=O)Nc2ccccc2C(=O)NCCCn2ccnc2)cc1
→ -2%	16%	-0.2%	-2%	-0.6%	5%	19%	9%	-5%	2%	-0.7%
